Compound activity from PubChem BioAssay.
TDP1 cell CPT: growth inhibition of DT40 Tdp1-/-;hTDP1 cells with camptothecin (screen for TDP1 inhibitors); chicken DT40 Tdp1-/-;hTDP1 cells + 20 nM CPT, ATP luminescence, 48 h; Potency, µM (highest dose often 46.2 µM), without a hit: top-dose activity change, negative = growth inhibition, most hits filed as inhibitors; actives 12% (n = 420,000); note: nearly all actives have a fitted effect of over 55% in size
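Chicken DT40 Tdp1-/- cells stably complemented with human TDP1 were seeded at 400 cells/well in medium containing 20 nM camptothecin, exposed to pin-transferred compounds, and grown at 37 °C for at least 48 hr. Viability was read as ATP luminescence.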
DT40 TDP1 no CPT: qHTS for Inhibitors of human tyrosyl-DNA phosphodiesterase 1 (TDP1): qHTS in cells in absence of CPT; DT40 Tdp1-/- hTDP1 cells, no CPT, ATP luminescence, 48 h; Potency, µM (highest dose often 46.2 µM), for inactives: at the top dose activity change, negative = growth inhibition, actives largely listed as inhibitors; actives 15% (n = 420,000); AID 686978, 2013; note: nearly all actives have a fitted effect of over 55% in size
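DT40 Tdp1-/-;hTDP1 cells, no CPT (DMSO vehicle only), 400 cells/well; compounds pin-transferred; ≥48 hr, 37 °C; CellTiter-Glo 30 min RT dark, luminescence read.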
GCN5L2 inh: blocks human GCN5L2 histone acetyltransferase. Q92830. GCN5L2 HAT assay, ThioGlo1 CoA-SH fluorescence. Potency, µM (doses to about 58.9 µM), inactives show at the highest dose activity change, negative = inhibition, usual class: inhibitors. actives 0.21% (n = 390,000). AID 504327
Target sequence (Q92830 whole entry, looked up): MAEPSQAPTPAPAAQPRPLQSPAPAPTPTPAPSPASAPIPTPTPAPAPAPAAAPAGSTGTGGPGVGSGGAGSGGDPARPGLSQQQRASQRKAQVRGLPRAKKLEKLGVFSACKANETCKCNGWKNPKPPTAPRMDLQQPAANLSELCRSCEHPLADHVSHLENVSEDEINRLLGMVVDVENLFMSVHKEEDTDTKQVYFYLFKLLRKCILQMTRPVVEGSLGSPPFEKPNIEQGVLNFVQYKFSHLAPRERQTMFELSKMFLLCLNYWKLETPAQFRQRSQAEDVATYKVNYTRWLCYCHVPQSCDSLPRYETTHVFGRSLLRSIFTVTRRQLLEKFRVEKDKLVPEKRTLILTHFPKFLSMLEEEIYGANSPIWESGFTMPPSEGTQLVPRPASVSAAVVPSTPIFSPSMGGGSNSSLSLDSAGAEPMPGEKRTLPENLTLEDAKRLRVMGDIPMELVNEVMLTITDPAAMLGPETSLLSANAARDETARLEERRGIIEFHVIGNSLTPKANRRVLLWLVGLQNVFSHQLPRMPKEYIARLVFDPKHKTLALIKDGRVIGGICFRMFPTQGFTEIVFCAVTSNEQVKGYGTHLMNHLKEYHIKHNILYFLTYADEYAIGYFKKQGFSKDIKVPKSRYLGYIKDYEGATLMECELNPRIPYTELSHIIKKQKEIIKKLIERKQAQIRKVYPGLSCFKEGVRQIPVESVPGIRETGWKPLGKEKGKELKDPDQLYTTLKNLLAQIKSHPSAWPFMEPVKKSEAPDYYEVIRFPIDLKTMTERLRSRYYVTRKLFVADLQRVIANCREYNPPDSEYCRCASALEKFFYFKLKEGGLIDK
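GCN5L2 (20 nM) in 50mM HEPES pH 7.5, 0.1mM EDTA, 0.01% Tween-20 preincubated 15 min with compounds at room temperature. Reaction started with H3(1-25) 75uM, acetyl-CoA 70uM, ThioGlo1 50uM; CoA-thiol fluorescence (Ex340/Em540) read at 0 and 20 min.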
Active calls of the source: *; ? = inconclusive; · = not tested or not shown; & = joins results of further samples; [ ] = dose if it differs, or a comment. Calls come from the whole dose curve; as a rule, active = well fitted curve in the direction sought with a large enough effect; inconclusive = small, poorly fitted or top-dose-only effect, or another doubt; inactive = no such curve, though single readings can be large; an effect the other way counts as inactive or inconclusive. % is set by controls: 0 for no effect and ±100 for the full control effect; potency is the fitted concentration of half-maximal effect.

SMILES | TDP1 cell CPT | DT40 TDP1 no CPT | GCN5L2 inh
Cc1cc(C#N)c(C)n1-c1cc(S(=O)(=O)N2CCOCC2)ccc1N1CCCC1 | 16µM* | 15µM* | ·
Cc1c(C(=O)N2CCCC(c3ccccc3)C2)sc2ncnc(NCCc3ccccn3)c12 (configuration not stated) | 16%[9.04 µM] | -14% | ·
COC(=O)NCCOc1nc(N(C)C)nc(N(C)C)n1 | -1% | -3% | ?
CCCCCCn1cc(CN2CC(N3CCN(CCO)CC3)CS2(=O)=O)nn1 (configuration not stated) | 2% | -17% | ·
CCc1cc(C(=O)c2ccc(Br)cc2)c(NC(=O)CN(CC)CC)s1 | ? | -24% | -1%
O=C(NCCCN1CCOCC1)c1ccc(Sc2cccc(Cl)c2)c([N+](=O)[O-])c1 | ? | 21µM* | -2%
Cc1cc(/C=N/NC(=O)c2cccs2)c(C)n1-c1ccccc1 | 16µM* | 13µM* | ?
CC1(C)Oc2ccc3ccc(=O)oc3c2/C(=C/O)C1=O | -2% | -15% | 15%
CCc1nc(SC)ncc1C(=O)NCc1cccc(Br)c1 | 5% | 1% | 1%
COCCNc1nnnc2c1sc1nc(N3CCOCC3)c3c(c12)CC(C)(C)OC3 | -5% | ? | -7%

In a second layout: entries from further up.
> Cc1cc(/C=N/NC(=O)c2cccs2)c(C)n1-c1ccccc1
  TDP1 cell CPT: 16µM*
  DT40 TDP1 no CPT: 13µM*
  GCN5L2 inh: ?
> CC1(C)Oc2ccc3ccc(=O)oc3c2/C(=C/O)C1=O
  TDP1 cell CPT: -2%
  DT40 TDP1 no CPT: -15%
  GCN5L2 inh: 15%
> CCc1nc(SC)ncc1C(=O)NCc1cccc(Br)c1
  TDP1 cell CPT: 5%
  DT40 TDP1 no CPT: 1%
  GCN5L2 inh: 1%
> COCCNc1nnnc2c1sc1nc(N3CCOCC3)c3c(c12)CC(C)(C)OC3
  TDP1 cell CPT: -5%
  DT40 TDP1 no CPT: ?
  GCN5L2 inh: -7%

(cont.)
SMILES | TDP1 cell CPT | DT40 TDP1 no CPT | GCN5L2 inh
O=C(O)c1ccc2c(=O)n(-c3ccc(F)c(Cl)c3)c(=S)[nH]c2c1 | 3% | -10% | -8%
COc1ccc(CNC(=O)Cn2ncc3c([nH]c4ccccc43)c2=O)cc1 | -4% | ? | -1%
O=S(=O)(NCc1ccc(F)cc1)c1ccc2[nH]c3c(c2c1)CCCC3 | ? | 16µM* | -14%
CN(C(=O)COC(=O)c1ccc(=O)n(Cc2ccccc2)n1)C1CCCCC1 | -17% | 7% | 4%
COc1ccccc1C(=O)Nc1ccnn1C1CCN(C2CCSCC2)CC1 | -20% | -23% | -3%
Cc1occc1C(=O)Nc1cccc(C(=O)O)c1 | -8% | -11% | 0%
COC(=O)c1sc2cccc(F)c2c1S(=O)(=O)N1CCN(c2ccccc2OC)CC1 | ? | ? | 23%
COc1cccc(NC(=O)CN(C)C(C)C(=O)N2CCCC2)c1 (configuration not stated) | -3% | -1% | -4%
O=C(CSc1nc2nn(-c3ccccc3)c(=O)c-2c2n1CCCCC2)Nc1cccc(F)c1 | ? | ? | -4%
CN(C)CCNC(=O)/C(=C/c1ccc(-c2ccc(Cl)cc2Cl)o1)NC(=O)c1ccccc1 | ? | ? | -5%
CCOC(=O)c1nnn(CC(=O)NC(=O)Nc2ccc(F)cc2)c1C(=O)OCC | -12%&-15% | -26%&-5% | 0%&-1%
COc1cccc(-c2cc(C(=O)N3CCCc4ccccc43)no2)c1 | -9% | -17% | 0%
Cc1ccc(C)c(N2CCN(C(=O)c3ccc4c(=O)n5c(nc4c3)CCCCC5)CC2)c1 | 16µM* | 16µM* | ?
Cc1cc(NC(=O)c2ccc(C)c(C)c2)no1 | 0% | -18% | -3%
O=C(NCCc1ccccc1)c1cccc(NC(=O)C2CCCC2)c1 | -6% | -18% | ·
Cc1ccc(C(C)C)cc1OCC(=O)Nc1ccc(-n2cnnn2)cc1 | -13% | -20% | 0%
O=C1NC[C@H](Cc2ccccc2)N(C[C@@H]2CCCN2C[C@H](Cc2ccc(O)cc2)N2C[C@H](Cc3ccc(O)cc3)N(CCc3ccccc3)C(=O)C2=O)C1=O | 3% | -5% | ·
Cc1ccc(N(C(=O)c2snc(C(N)=O)c2N)C(C(=O)NCC2CCCO2)c2c[nH]c3ccccc23)cc1 (configuration not stated) | 4.6µM* | 4.1µM* | -6%
Cn1c(SCCCC(=O)c2ccc(F)cc2)nnc1-c1ccncc1 | ? | ? | -1%
Cc1ccc(SCC(=O)NC2CCCCCC2)cc1 | -2% | ? | -13%
CCc1nc2ccc(C(=O)NCCN3CCCC3)cn2c1N(C)Cc1ccc(OC)cc1 | ? | ? | ·
COc1ccccc1CNC(=O)C1CC(c2cccc([N+](=O)[O-])c2)=NO1 (configuration not stated) | 16µM* | 23µM* | -4%
CCO[C@H]1OC(C(=O)N2CCN(Cc3ccc4c(c3)OCO4)CC2)=C[C@@H](C)[C@@H]1CCCO | -26% | ? | -2%
C=CCn1c2ccccc2c2nnc(SCC(=O)OC)nc21 | -23% | ? | ·
CCOC(=O)c1c(NC(=O)CSc2nnc(CNC(=O)c3ccco3)n2C)sc2c1CCC2 | -25% | ? | -2%
Cc1ccc(-c2csc(N3CCC(C(N)=O)(N4CCCCC4)CC3)n2)cc1 | ? | 21µM* | -6%
CCCN(C(=O)Cn1c(=O)oc2cc(Cl)ccc21)c1ccc(C(C)C)cc1 | 21µM* | ? | 3%
COc1cccc(CCc2nnc(CCC(=O)NC(C)c3c(C)nn(C)c3C)o2)c1 (configuration not stated) | 7% | 14% | -3%
CCn1cc(C(=O)N2CCN(C3CCCCC3)CC2)c2cc(OC)c(OC)cc2c1=O | ? | ? | -3%
Cc1nsc(Nc2ccc([N+](=O)[O-])cc2)c1C#N | 2.6µM* | 2.3µM* | -5%
COC(=O)c1[nH]c2cc(OC)ccc2c1NC(=O)CCN1CCSCC1 | 2% | 9% | -5%
CC12c3ccccc3C(c3ccccc31)C1C(=O)N(c3ccncc3)C(=O)C12 (configuration not stated) | 16µM* | 16µM* | 11%
Cc1c(C(=O)N2CCN(C(c3ccccc3)c3ccccc3)CC2)oc2ccccc12 | 16µM* | ? | -8%
C[C@H]1CN([C@@H](C)CO)C(=O)CCCn2nncc2CO[C@H]1CN(C)S(=O)(=O)c1cccc(F)c1 | -14% | -25% | ·
CCn1c(COc2ccccc2)nnc1SCC(=O)CC(=O)Nc1ccccc1OC | -26% | -20% | -13%
CCOc1ccc(NC(=O)Cn2c(=O)n(CCc3ccccc3)c(=O)c3c4c(sc32)CN(C(C)=O)CC4)cc1 | ? | ? | -2%
CCN1C(C(=O)c2ccccc2)=C(OC(=O)COc2ccc(OC)cc2)c2ccccc2S1(=O)=O | 5.2µM* | 4.6µM* | -6%
O=C(COC(=O)c1cncc(Br)c1)Nc1nnc(-c2ccccc2)o1 | -26% | 12% | ·
CN(c1ncc(C(F)(F)F)cc1Cl)N1C(=O)C2ONC3(C(=O)CC(C)(C)CC3=O)C2C1=O (configuration not stated) | 4% | -12% | -3%
CCOc1ccc(CN2CCN(c3ncnc4sc5c(c34)CC(C)CC5)CC2)cc1 (configuration not stated) | -20% | ? | -6%
COc1ccccc1-c1cc(C(F)(F)F)nc(S(=O)(=O)CCCC(=O)Nc2cc(C)on2)n1 | 0.92µM* | 1µM* | -11%
COc1ccc(N2CCN(S(=O)(=O)c3ccc4c(c3)NC(=O)CC(=O)N4)CC2)cc1 | -29% | 3% | -12%
[O-]/[N+](=C\c1ccncc1)c1ccccc1 | 21µM* | ? | -10%
COc1ccc(S(=O)(=O)N2CCN(S(=O)(=O)c3ccc4c(c3)OCCO4)CC2)cc1 | -22% | -5% | -1%
O=C(NNC(=O)c1cc2cc(Br)ccc2oc1=O)c1ccc(O)cc1O | 5.2µM* | 9.2µM* | -24%
COc1ccc(Cn2c(SC)nc3ccccc32)cc1[N+](=O)[O-] | -25% | -29% | ?
Cc1cc(C)n(-c2nc(NC(C)(C)C)nc(NC(C)(C)C)n2)n1 | 2.1µM* | 1.8µM* | 2%
CC(Oc1ccccc1[N+](=O)[O-])C(=O)N/N=C/c1ccoc1 (configuration not stated) | -10% | 11% | -4%
CC#CCN(Cc1ccco1)C(=O)C1CCC(=O)N(CCc2cccc(F)c2)C1 (configuration not stated) | 21µM* | 15µM* | ·
COc1cc(/C=N/NS(=O)(=O)c2ccc(C)cc2)ccc1OCc1cccc(C(=O)O)c1 | -6% | -5% | 10%
Remaining list, next part
SMILES | TDP1 cell CPT | DT40 TDP1 no CPT | GCN5L2 inh
Cc1cc(C)cc(-n2nnnc2SCC(=O)N2CCOCC2)c1 | 0% | 3% | -6%
COc1ccc(/C=N\NC(=O)COc2ccc(Cl)cc2Cl)c(C(=O)O)c1OC | 0% | 6% | 25%
Cn1c(=O)c2c(nc(N3CCCCCC3)n2Cc2cccc3ccccc23)n(C)c1=O | ? | 26µM* | -6%
COc1cc(C(=O)NCCNc2nc3c(C)c(C)ccc3cc2C#N)cc(OC)c1OC | -2% | -15% | 1%
Cc1ccc(-c2cc(C(=O)N/N=C/c3cccnc3)c3ccccc3n2)cc1C | 8.2µM* | 8.2µM* | ·
O=C(O)CSCC(=O)NCc1c(Cl)cccc1Oc1ccccc1 | 3% | 6% | -7%
CN(C(=O)c1ccc2c(c1)N(Cc1ccccc1F)C(=O)c1ccccc1S2(=O)=O)C1CCCCC1 | ? | 23µM* | -7%
COc1ccccc1N1CCN(C(=O)c2ccc(S(=O)(=O)N3CCCC3)cc2)CC1 | ? | 16µM* | 1%
COc1cccc(Nc2ncc3nc(CCc4ccccc4)c(=O)n(C4CC4)c3n2)c1 | -9% | -14% | 25µM*
C=CCN(C(=O)COc1ccccc1)c1nnc(-c2ccncc2)s1 | -4% | -29% | -8%
O=C(O)c1ccccc1NC(=O)C1CCCO1 (configuration not stated) | -5% | -15% | ·
COc1cccc(C2C3CN(C)CC=C3C(C#N)=C(N)C2(C#N)C#N)c1OC (configuration not stated) | -12% | -16% | -7%
CC1CCCCN1C(=O)c1c(Cl)cnn1C (configuration not stated) | -11% | 12% | -2%
CC(C)CN(CCCNC(=O)CN1C(=O)CSc2ccc(S(=O)(=O)N3CCOCC3)cc21)CC(C)C | -6%&-3% | 9%&-17% | -5%&3%
COc1ccccc1NC(=O)c1cc(Cl)ccc1NC(=O)c1ccco1 | -10% | -24% | -5%
CCOC(=O)C(=CNc1cc(C)ccc1[N+](=O)[O-])C(=O)OCC | ? | ? | -2%
CCC(C)(C)NC(=O)C1CCCN1C(=O)NC1CCCCC1 (configuration not stated) | 3% | 0% | 2%
CCn1nnnc1SCC(=O)Nc1cccc(C)n1 | 5% | 0% | -2%
CCOC(=O)CSc1nc(C)c2ccccc2n1 | -16% | -1% | -2%
CCOc1cc(/C=C(\C#N)C(N)=O)ccc1OCc1c(C)no[n+]1[O-] | 8% | 8% | -6%

Single entries from the entries so far:
Value for CCn1nnnc1SCC(=O)Nc1cccc(C)n1 under DT40 TDP1 no CPT: 0%
Value for CCC(C)(C)NC(=O)C1CCCN1C(=O)NC1CCCCC1 (configuration not stated) under DT40 TDP1 no CPT: 0%
Value for CCOc1cc(/C=C(\C#N)C(N)=O)ccc1OCc1c(C)no[n+]1[O-] under TDP1 cell CPT: 8%

(next part)
SMILES | TDP1 cell CPT | DT40 TDP1 no CPT | GCN5L2 inh
CC(C)c1ccc(/C=C/C(=O)CCC(=O)O)cc1 | -13% | -15% | -18%
COC(=O)c1ccc(CS(=O)(=O)c2ccccc2C)o1 | -5% | -1% | -6%
CCOC(=O)CNC(=O)C(NC(=O)C1CCC(C)CC1)C(C)CC (configuration not stated) | -28% | -11% | 4%
CCCOc1ccc(-c2nonc2NC(=O)c2oc3ccc(Cl)cc3c2C)cc1OCCC | ? | 7.3µM* | -5%
O=C(NCCC1CCCCN1S(=O)(=O)c1ccccc1)C(=O)NCc1ccc(F)cc1 (configuration not stated) | ? | 18µM* | 2%
Cc1ccc(-c2cnc(C(O)c3cc(Cl)cc(Cl)c3)[nH]2)cc1 (configuration not stated) | ? | ? | ·
COc1ccc(Br)cc1CNC(=O)C1CCN(c2nnc(N3CCCC3=O)s2)CC1 | -6% | 7% | -4%
Cc1nn(-c2ccccc2)c(Cl)c1/C=N/NC(=O)c1cccc(S(=O)(=O)N2CCCC2)c1 | -28% | 10µM* | -8%
COc1ccc2c(c1)sc1nc(=O)ccn12 | 9% | -27% | -9%
O=c1oc2ccccc2cc1-c1nnc(-c2cccc(Br)c2)o1 | -22% | -22% | 2%
CCCCN1CC(C(=O)NC2CCCCC2)CC1=O (configuration not stated) | 1% | -21% | ?
Cc1nn(C)c(Oc2cccc(Cl)c2)c1C(=O)O | 0% | -2% | -14%
